Assay outcomes: PubChem BioAssay, National Center for Advancing Translational Sciences (NCATS)
Vif-APOBEC3G blk – inhibitors of Vif-APOBEC3G interaction; Q9HC16; HeLa A3G-eYFP + Vif (tagged APOBEC3G with the HIV-1 protein that degrades it), YFP fluorescence, overnight; Potency, µM (doses to about 46.1 µM), without a hit: at the highest dose activity, negative = active, hits mostly inhibitors; 410,000 tested, 0.076% active; AID 602310;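 note: potency is the fitted concentration of half-maximal effect; % is set by controls: 0 for no effect and ±100 for the full control effect; nearly all actives have a fitted effect of over 60% in size; hits raise eYFP signal because A3G escapes Vif-driven loss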
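HeLa cells stably expressing Vif and C-terminally eYFP-tagged A3G, seeded overnight at 37 deg C, then exposed to compound by pintool overnight at 37 deg C. Rise in yellow fluorescence (Ex 488/Em 500-530, Acumen) marks blocked Vif-driven A3G degradation.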
USP1 inh – blocks the human USP1/UAF1 deubiquitinase complex. O94782. recombinant USP1/UAF1, Ub-Rhodamine cleavage fluorescence. Potency, µM (doses to about 57.1 µM), for the others: at the highest dose activity change, negative = inhibition, hits mostly inhibitors. 390,000 tested, 0.23% active; note: potency is the fitted concentration of half-maximal effect; % is set by controls: 0 for no effect and ±100 for the full control effect; nearly all actives have a fitted effect of over 60% in size; inactives centre near -12
Target sequence (O94782 whole entry, looked up): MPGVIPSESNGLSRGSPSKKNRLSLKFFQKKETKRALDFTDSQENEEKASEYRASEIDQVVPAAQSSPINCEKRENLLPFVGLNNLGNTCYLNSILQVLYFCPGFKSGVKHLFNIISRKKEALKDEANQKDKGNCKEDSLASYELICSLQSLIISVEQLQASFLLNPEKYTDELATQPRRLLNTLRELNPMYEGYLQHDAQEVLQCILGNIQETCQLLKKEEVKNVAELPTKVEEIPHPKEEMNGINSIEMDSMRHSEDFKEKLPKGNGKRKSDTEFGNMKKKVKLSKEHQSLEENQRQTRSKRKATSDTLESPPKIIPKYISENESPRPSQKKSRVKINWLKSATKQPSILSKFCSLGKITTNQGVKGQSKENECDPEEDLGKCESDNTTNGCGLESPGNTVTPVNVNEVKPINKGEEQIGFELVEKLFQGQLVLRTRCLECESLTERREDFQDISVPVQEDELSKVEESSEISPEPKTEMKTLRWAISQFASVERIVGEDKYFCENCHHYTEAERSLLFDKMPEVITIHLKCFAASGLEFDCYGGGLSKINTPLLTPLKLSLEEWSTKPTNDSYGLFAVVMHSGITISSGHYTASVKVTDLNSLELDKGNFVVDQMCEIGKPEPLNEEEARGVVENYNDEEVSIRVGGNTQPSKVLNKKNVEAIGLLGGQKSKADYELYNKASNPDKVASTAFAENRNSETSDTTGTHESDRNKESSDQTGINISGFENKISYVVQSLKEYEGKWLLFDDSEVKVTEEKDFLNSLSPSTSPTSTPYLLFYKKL
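High-throughput fluorogenic screen: 1nM USP1/UAF1 complex, Ub-Rho substrate 150nM final, 50mM HEPES pH 7.8 with 0.5mM EDTA, 0.1 mg/ml BSA, 1mM TCEP and 0.01% Tween-20.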
LDHA block – inhibitors of human lactate dehydrogenase A. P00338. purified LDHA, NADH/diaphorase-resazurin fluorescence; stronger effect = lower value. activity change, % (values are at about 110 or 230 µM). 480,000 tested, 0.15% active. AID 1347041; in the data active = activity change below about -30%; inconclusive = mostly about -25% to -30%;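 note: plate controls were DMSO wells for no effect and wells without enzyme for full effect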
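Human LDH5 (2 nM) was incubated with 0.06 mM NADH and 0.2 mM pyruvate for 5 min at room temperature in Tris pH 7.4. Remaining NADH was coupled through diaphorase/resazurin, and resorufin fluorescence was read at 0 and 20 min.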
Vif-APOBEC3F blk – blocks the Vif interaction with APOBEC3F; 390,000 tested, 0.2% active; HeLa A3F-eYFP + Vif (tagged APOBEC3F with the HIV-1 protein that degrades it), YFP fluorescence increase; Potency, µM (highest dose often 46.1 µM), without a hit: at the top dose activity, negative = active; note: potency is the fitted concentration of half-maximal effect; % of control where 0% means no effect; nearly all actives have a fitted effect of over 65% in size
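HeLa cells stably expressing A3F-eYFP plus Vif, plated and incubated overnight at 37 deg C, then exposed to compounds overnight at 37 deg C. Blocked degradation read as raised yellow fluorescence (Ex 488/Em 500-530).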
GRP78 ERSR act – ER stress response induction in glioma | U87-MG GRP78 promoter luciferase reporter, 16 h | Potency, µM, inactives show top-dose activation, most hits filed as activators | 420,000 tested, 0.02% active | AID 602332; note: potency is the fitted concentration of half-maximal effect; series mostly up to about 76 µM; % of control where 0% means no effect; nearly all actives have a fitted effect of over 35% in size
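Stably transfected U87-MG glioma cells carrying a GRP78-based luciferase sensor; 16 h compound incubation. Luminescence end-point read 10 min after Bright-Glo addition at room temperature.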
mIDH1 inhibitor – human IDH1 R132H inhibition; O75874; IDH1-R132H enzyme, NADPH consumption, diaphorase/resazurin fluorescence; Potency, µM (titrated, usually from 76.6 µM), without a hit: at the top dose activity change, negative = inhibition, usual class: inhibitors; 390,000 tested, 0.093% active; AID 602179; note: potency is the fitted concentration of half-maximal effect; % is set by controls: 0 for no effect and ±100 for the full control effect; nearly all actives have a fitted effect of over 65% in size
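IDH1-R132H (0.5 ug/mL dispensed) in pH 7.5 Tris buffer was preincubated 30 min with compound, then given a substrate mix of 0.016 mM NADPH and 2 mM alpha-KG for 80 min at room temperature; remaining NADPH was read by diaphorase/resazurin fluorescence.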
PI4K2A inh – blocks human PI4K2A kinase activity; Q9BTU6; purified PI4K2A, ADP-Glo luminescence, 1 h; stronger effect = lower value; activity change, negative = inhibition, % at 76.9 µM; 420,000 tested, 0.13% active; in the data active = activity change below about -50%; inconclusive = mostly about -30% to -49%;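 note: -100% = wells without enzyme as full effect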
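ADP-Glo luminescence measured ADP generated by PI4K2A enzyme (4 ug/mL before mixing) with 1.2 mM PI substrate (pre-mix) and 300 microM ATP (pre-mix). Tris pH7.5 buffer with MgCl2, Triton X-100; 1 h reaction at ambient temperature.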
TrxR1 substrate – rat thioredoxin reductase 1 substrate activity; purified TrxR1 substrate turnover, NADPH consumption readout; Potency, µM (highest dose often 114 µM), for inactives: at the top dose activity change, negative = substrate turnover; O89049; 390,000 tested, 0.01% active; note: potency is the fitted concentration of half-maximal effect; % is set by controls: 0 for no effect and ±100 for the full control effect; nearly all actives have a fitted effect of over 50% in size
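Rat TrxR1, dispensed at 90 nM, was prereduced with 400 uM NADPH (final) for 5 min at ~22 deg C, then incubated with compound 15 min before 400 uM selenite. A first-read NADPH fluorescence drop versus no-compound background flagged substrates.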
RXFP1 ag – activates the human relaxin receptor RXFP1 | HEK293T-RXFP1 cAMP TR-FRET, 30 min; response scale: percent of porcine relaxin response, buffer zero | Potency, µM (doses to about 57.5 µM), inactives show at the top dose activation, actives largely listed as activators | 370,000 tested, 0.3% active; note: potency is the fitted concentration of half-maximal effect; % is set by controls: 0 for no effect and ±100 for the full control effect; nearly all actives have a fitted effect of over 60% in size; many of its hits are not listed in these tables
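Agonist response is measured as cAMP accumulation in an RXFP1-transfected HEK293T line under PDE4 inhibition. Values are scaled between buffer-only and 29 nM porcine relaxin, and EC50s come from standard Hill equation fits.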
* = called active by the depositor; ? = inconclusive; nt = not tested or not shown; & = joins results of further samples; [ ] = another dose, or the depositor's remark. Unless noted, calls come from the whole dose curve; as a rule, active = well fitted curve in the direction sought with a large enough effect; inconclusive = small, poorly fitted or top-dose-only effect, or another doubt; inactive = no such curve, though single readings can be large; an effect the other way counts as inactive or inconclusive.

SMILES	Vif-APOBEC3G blk	USP1 inh	LDHA block	Vif-APOBEC3F blk	GRP78 ERSR act	mIDH1 inhibitor	PI4K2A inh	TrxR1 substrate	RXFP1 ag
Cn1ccs/c1=N\S(=O)(=O)c1ccc(C(C)(C)C)cc1	5%	-1%	-1	-1%	0%	-3%	0	0%	1.5%
CSc1nc2ccc(NC(=O)CSc3nnc(N)s3)cc2s1	-1%	-18%	0	-7%	4%	11%	-3	1%[2.29 µM]	-1.0%
COc1ccc2[nH]cc(CCNC(=O)c3cnn(-c4ccccc4Cl)c3C3CCN(C(=O)OC(C)(C)C)CC3)c2c1	-1%	?	-4	-8%	-4%	-13%	-2	-9%	-3.0%
C[C@@H]1CN([C@H](C)CO)C(=O)c2cc(Br)cnc2O[C@H]1CN(C)C(=O)c1ccccc1	-6%	-18%	1	-8%	-5%	11%	-4	nt	nt
Cc1ccc(C(=O)CN(Cc2ccccc2)C2=NCCS2)cc1	1%	-11%	-3	3%	-5%	9%	4	-8%	2.6%
Cc1ccc(NC(=O)Nc2ccc(S(N)(=O)=O)cc2)cc1	0%	-5%	1	9%	6%	8%	-2	15%[57.1 µM]	-0.2%
O=C(Nc1cccc(F)c1)/C(=C\c1ccco1)NC(=O)c1ccco1	-10%	-2%	-1	?	-3%	6%	-6	-18%	0.9%
O=C(NCCCn1ccnc1)C(=O)c1c[nH]c2ccccc12	7%	-2%	-8	-5%	-1%	-3%	2	4%[57.1 µM]	2.7%
CCC(C)(C(=O)NC1CCCCC1)N(C(=O)c1ccccn1)c1ccccc1 (configuration not stated)	-7%	-14%	-10	-5%	-6%	0%	5	12%	1.0%
COc1ccc(C(=O)N2CCN(c3ccc([N+](=O)[O-])c(-n4nc(C)cc4C)c3)CC2)cc1	-3%	-17%	1	3%	-4%	4%	0	-4%	0.1%
Cc1cccc(C)c1N(CC(=O)N1CCN(C)CC1)S(C)(=O)=O	1%	-11%	-3	-2%	-5%	2%	11	-9%	-1.3%
CCOC(=O)N1CCN(C(=O)CSCC(=O)Nc2nc(-c3ccc(OC)cc3)cs2)CC1	-6%	-4%	-2	2%	3%	10%	-2	-3%	-0.3%
CCc1nn(CC(=O)NCCN2CCN(C)CC2)c(=O)c2cc3c(OC)cccc3n12	0%	-20%	1	5%	-4%	5%	-2	7%	7.0%
O=C(Nc1ccc2ccccc2n1)c1ccccc1Br	-1%	?	-7	-1%	-2%	16%	-8	5%	-0.8%
Cc1cccc(C(=O)OCC(=O)Nc2ccc(N3CCCCC3)cc2)c1O	1%	4%	-6	-19%	-6%	17%	9	-6%	-0.3%
CC(C)(C)SCCNS(=O)(=O)c1ccccc1	0%	-4%	0	-3%	0%	8%	-3	10%	-0.8%
CNC(=O)c1c(NC(=O)c2ccc(S(=O)(=O)N3CCCCC3C)cc2)sc2c1CCC2 (configuration not stated)	-3%	-25%	3	2%	-5%	-11%	-1	-3%[57.1 µM]	0.5%
CCOCCCN1C(=O)CN(C2CCCCC2)C(=O)C1c1ccc(OCC)c(OC)c1 (configuration not stated)	0%	-10%	1	-7%	-4%	3%	-2	6%	1.6%
Cc1ccc(NC(=O)CCc2nnc3ccc(NCc4ccco4)nn23)cc1	2%	-23%	0	-10%	4%	0%	3	-3%	12%
COc1ccc(-c2nnc(SCC(=O)Nc3cccc(Cl)c3C)nc2-c2ccc(OC)cc2)cc1	1%	?	0	-3%	5%	-4%	1	-3%[57.1 µM]	-0.4%
COC(=O)c1[nH]c(C)c(/C(O)=C2\C(=O)C(=O)N(CCN(C)C)C2c2cccs2)c1C (configuration not stated)	0%	-28%	-4	-4%	-3%	-2%	5	-8%	4.7%
CCN(CCO)c1nc(SC)nc2c1sc1nc(-c3ccco3)c3c(c12)CCC3	0%	-11%	-4	0%	-3%	-2%	-1	-10%	7.4%
CS(=O)(=O)Oc1ccccc1/C=C1/N=C(c2ccc(F)cc2)OC1=O	2%	-18%	-10	-1%	-2%	-6%	-2	-8%	1.8%
COc1ccc(S(=O)(=O)NC2CC(=O)N(c3ccc(C)c(C)c3)C2)cc1C (configuration not stated)	1%	-15%	-2	-5%	-4%	5%	-6	-4%	2.7%
O=C(NCc1ccco1)c1cc(-c2ccccn2)nc2ccccc12	1%	-7%	-2&0	0%	-1%	-4%	0	-1%	-0.2%
Cc1ccccc1Nc1nnc(SCC(=O)NC2CCCc3ccccc32)s1 (configuration not stated)	-3%	-10%	1	-17%	-2%	4%	4	-4%	0.2%
COC(=O)c1cccc(NC(=O)COC(=O)CSc2nc(C)cc(C)n2)c1	0%	-15%	-4	-1%	-3%	7%	0	12%[11.4 µM]	2.3%
CN1C(=O)C(Cl)(Cl)C(=O)c2ccccc21	-22%	-5%	14	-1%	0%	22%	-25	54%[activator][57.1 µM]	4.7%
Cc1ccc(SCC(=O)N(C)CC(=O)Nc2cccc(F)c2)c(C)c1	1%	-1%	1	5%	-1%	0%	-2	-8%	0.0%
CCc1nc2c(OCc3ccc(OC)cc3)cccn2c1N(C)C(=O)c1ccco1	-8%	nt	-2	nt	-2%	nt	0	nt	nt
COc1ccccc1NC(=O)CSc1ncc2c(n1)-c1ccccc1N(Cc1ccccc1C)S2(=O)=O	-6%	-25%	-2	0%	-3%	-7%	0	7%[57.1 µM]	-0.5%
CN(C)S(=O)(=O)c1cccc(-c2nn(-c3ccccc3)cc2/C=C2\SC(=S)N(CC(=O)O)C2=O)c1	0%	-22%	-22	2%	-3%	?	-1	-1%	2.4%
Cc1ccc(-c2ccnc3cc(C)nn23)cc1	2%	-10%	-5	4%	0%	6%	6	-4%	1.8%
O=C(O)CC(NC(=O)c1ccncc1)c1ccccc1 (configuration not stated)	-3%	-11%	-4	-3%	-5%	-8%	-2	-3%	1.4%
CC(=O)c1cc(C(=O)N2CCCC(CCC(=O)N(C)CCc3ccccn3)C2)cs1 (configuration not stated)	1%	-11%	-2	13%	2%	-7%	-4	-5%	-0.2%
Cc1ccc(-n2cccc2C(=O)NS(=O)(=O)c2ccc(C)cc2)cc1	-1%	-17%	0	-2%	-1%	-1%	6	1%[57.1 µM]	2.1%
COC(=O)c1ccc(N)c(CS(=O)(=O)c2ccc(Cl)cc2)c1	-2%	-25%	-7	3%	-2%	1%	2	0%	0.7%
O=C(NCCc1ccccn1)c1ccc(OC(F)F)cc1	2%	-15%	-19	3%	-10%	5%	1	-10%	7.1%
C[C@H](O)C#Cc1ccc2c(c1)O[C@@H](CN(C)C(=O)c1ccncc1)[C@@H](C)CN([C@H](C)CO)S2(=O)=O	-5%	-6%	-10	-31%	-4%	5%	-14	nt	nt
COc1ccc(S(=O)(=O)N2CCCCC2)cc1NC(=O)C1CCCO1 (configuration not stated)	0%	-7%	0	0%	-2%	2%	2	-2%[57.1 µM]	1.7%
Nn1c(Nc2ccccc2)nc2ccccc2c1=O	7%	-23%	-2	-3%	0%	9%	0	-6%	-0.4%
Cc1ccc2nc(-c3ccc(-c4ccccn4)s3)cn2c1	-1%	-16%	0	-11%	-7%	25%	-1	158%[activator][57.1 µM]	16%
Cc1cc(CSCc2ccc(Cl)cc2)no1	0%	-15%	0	-8%	2%	-1%	1	2%	-3.5%
CC1(C)CC2CC(C)(CN2S(=O)(=O)c2cccc(C(=O)OCC(N)=O)c2)C1 (configuration not stated)	-1%	-14%	3	-7%	-2%	3%	-4	-1%	-0.5%
Cc1ccc(N2CC(C(=O)NCc3n[nH]c(=O)c4ccccc34)CC2=O)cc1C (configuration not stated)	2%	-5%	-4	-30%	-7%	2%	0	-9%	3.5%
CCOC(=O)c1cc(-c2ccc(C)cc2)n(CCC(=O)Nc2ccc(C(C)C)cc2)c1C	2%	-34%	1	-10%	-3%	-1%	-1	1%	0.4%
Nc1n[nH]c(N)c1N=Nc1cccc(C(F)(F)F)c1	?	-24%	-1	2%	9%	-4%	2	-10%	-2.6%
COc1ccc(NC(=O)NC2CCCc3ccccc32)cc1 (configuration not stated)	-27%	-19%	1	-2%	-5%	0%	-4	19%	1.3%
Cc1cccc(C(=O)Nc2ccc3c(c2)ncn3C)c1	-1%	?	1	-6%	-7%	3%	7	10%[57.1 µM]	0.0%
COc1cc2cc(CCCOC(=O)c3ccc(C(F)(F)F)cc3)oc(=O)c2cc1OC	-1%	-30%	6	0%	-4%	12%	-2	-5%[57.1 µM]	-1.6%

Remaining list, next part:
SMILES	Vif-APOBEC3G blk	USP1 inh	LDHA block	Vif-APOBEC3F blk	GRP78 ERSR act	mIDH1 inhibitor	PI4K2A inh	TrxR1 substrate	RXFP1 ag
O=C(NNC(=O)c1cccs1)c1ccco1	0%	-5%	-11	9%	8%	-2%	-1	3%[57.1 µM]	0.2%
COc1ccc(C(=O)OCC(=O)NC2CC2)cc1[N+](=O)[O-]	-6%	-18%	1	0%	-1%	-4%	-1	2%	-0.1%
O=C(Nc1ccc(S(=O)(=O)Nc2nccs2)cc1)c1cccc(N2C(=O)c3ccccc3C2=O)c1	1%	?	-3	2%	0%	-4%	0	1%	0.3%
CCC1=NC(c2ccc(OC)c(OC)c2)N(O)C1(C)C (configuration not stated)	6%	-23%	0	4%	-4%	-5%	3	3%	0.3%
O=C1c2ccsc2SCCN1Cc1ccc(F)cc1	4%	-10%	-8	-4%	-2%	11%	7	-6%	3.6%

These rows are one share of the data (hit frequency here may not be typical).
